ARFGAP1 inh: inhibitors of rat ARFGAP1 GAP activity, primary screen, biochemical, fluorescence polarization, GDP tracer. AID 651572, 2012. actives 0.26% (n = 360,000). Arfgap1-stimulated ARF1 GTP hydrolysis, GDP FP detection. inhibition, % at 16.5 µM. ADP-ribosylation factor GTPase-activating protein 1 (Rattus norvegicus), Q62848;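 active = inhibition above a per-plate limit, mean inhibition of low control wells plus 3 SD, cut at about 25% in these data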;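 also: 0% = DMSO wells with enzyme and 100% = wells lacking Arfgap1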
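System: truncated rat Arfgap1 GAP domain / Medium: HEPES-based buffer, pH 7.5 / Also added: N-terminally truncated human ARF1-GTP substrate / Incubation: enzyme reaction 120 min at 25 °C after 20 min preincubation / Measured by: FP of antibody-bound GDP Alexa 633 tracer, ex 620/em 688 nm / Replicates: singlicate, each compound tested once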
ASAP1 GAP inh: inhibitors of human ASAP1 ArfGAP activity, primary screen, biochemical, fluorescence polarization. Arf-GAP with SH3 domain, ANK repeat and PH domain-containing protein 1 (Homo sapiens), …. ASAP1-stimulated ARF1 GTP hydrolysis, GDP FP detection. inhibition, % at 16.5 µM. actives 0.19% (n = 360,000). AID 624377, 2012; in the data active = inhibition above about 25%;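 also: 0% = vehicle with enzyme and substrate and 100% = no enzyme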
ADAM10 inh: human ADAM10 inhibitors, primary screen, biochemical, QFRET, HTS; recombinant ADAM10, EDANS/DABCYL FRET peptide cleavage, 3 h; actives 0.62% (n = 370,000); AID 720582, 2013; inhibition, % at 7 µM;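 active = inhibition above a per-campaign cutoff equal to the mean of compounds falling between control-based bounds plus 3 SD, cut at about 20% in these data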;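 also: 0% = DMSO wells while the 100% control is not disclosed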
TDP2 absorb: human TDP2 enzyme inhibitors, primary screen, biochemical, epi absorbance, recombinant enzyme; inhibition, % at 12.8 µM; actives 0.34% (n = 370,000); T5PNP hydrolysis, p-nitrophenol absorbance 415 nm;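 active = inhibition above the mean of all tested compounds plus 3 SD, set per campaign, cut at about 25% in these data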;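 also: 0% = DMSO with enzyme and 100% = buffer with substrate but no TDP2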
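Test system: Human TDP2 enzyme | Reagent: 5 mM T5PNP | Compound dosing: 12.8 µM single point, 1% DMSO | Incubation: Enzyme reaction with compound for 2 h at 37 °C | Technique: p-Nitrophenol epi absorbance | Read-out: % inhibition relative to enzyme-containing and enzyme-free wells | Benchmarks: High control without enzyme, low control DMSO plus TDP2 | Replicates: Singlicate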
PLCg1 inh: PLC-gamma1 enzyme inhibitors, primary screen, biochemical, fluorescence, purified enzyme; 1-phosphatidylinositol 4,5-bisphosphate phosphodiesterase gamma-1 (Homo sapiens), P19174; fluorogenic substrate; inhibition, % at 12.2 µM; actives 0.84% (n = 370,000); AID 720700, 2013; in the data active = inhibition above about 9.5%
Target sequence (P19174 whole entry, looked up): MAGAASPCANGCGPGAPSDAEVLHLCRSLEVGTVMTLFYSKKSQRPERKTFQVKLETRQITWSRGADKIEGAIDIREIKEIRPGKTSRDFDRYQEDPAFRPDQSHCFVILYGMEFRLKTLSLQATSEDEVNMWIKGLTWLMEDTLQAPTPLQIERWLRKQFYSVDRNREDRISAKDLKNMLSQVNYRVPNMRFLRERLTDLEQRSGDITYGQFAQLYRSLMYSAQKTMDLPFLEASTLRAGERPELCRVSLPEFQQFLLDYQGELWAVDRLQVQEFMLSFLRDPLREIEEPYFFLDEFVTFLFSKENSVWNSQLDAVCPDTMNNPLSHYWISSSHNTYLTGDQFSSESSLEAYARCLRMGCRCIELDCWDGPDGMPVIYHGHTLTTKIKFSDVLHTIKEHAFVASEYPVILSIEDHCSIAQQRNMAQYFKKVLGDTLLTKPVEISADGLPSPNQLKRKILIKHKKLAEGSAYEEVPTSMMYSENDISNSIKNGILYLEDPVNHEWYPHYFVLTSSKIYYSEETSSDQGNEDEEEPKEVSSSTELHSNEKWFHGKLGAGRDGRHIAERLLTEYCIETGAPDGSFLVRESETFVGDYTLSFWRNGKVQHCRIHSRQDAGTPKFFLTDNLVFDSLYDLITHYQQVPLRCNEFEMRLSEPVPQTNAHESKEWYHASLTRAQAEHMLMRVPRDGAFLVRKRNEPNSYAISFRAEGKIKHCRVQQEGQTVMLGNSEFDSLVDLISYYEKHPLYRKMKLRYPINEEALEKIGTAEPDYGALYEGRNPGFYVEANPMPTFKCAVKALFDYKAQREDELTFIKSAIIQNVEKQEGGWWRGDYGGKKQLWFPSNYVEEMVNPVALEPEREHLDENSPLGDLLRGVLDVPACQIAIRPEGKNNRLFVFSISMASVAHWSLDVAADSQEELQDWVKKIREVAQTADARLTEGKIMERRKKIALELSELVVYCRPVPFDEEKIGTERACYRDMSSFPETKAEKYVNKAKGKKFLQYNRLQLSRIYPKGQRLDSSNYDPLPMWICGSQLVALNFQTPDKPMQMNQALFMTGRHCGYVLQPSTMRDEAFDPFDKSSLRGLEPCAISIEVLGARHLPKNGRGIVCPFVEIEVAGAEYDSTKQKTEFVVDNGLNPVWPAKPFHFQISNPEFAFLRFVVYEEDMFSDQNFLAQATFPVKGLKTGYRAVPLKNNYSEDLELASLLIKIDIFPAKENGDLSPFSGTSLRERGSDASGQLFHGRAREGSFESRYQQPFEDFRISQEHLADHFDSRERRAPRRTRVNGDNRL
DDE Tn6 FP inh: inhibitors of Tn6 peptide binding to fibrin DD(E), primary screen, biochemical, fluorescence polarization, human fibrin, Tn6 probe. Fibrinogen beta chain (Homo sapiens), P02675. Fibrin DD(E) TRITC-Tn6 fluorescence polarization displacement. inhibition, % at 8.3 µM. actives 0.21% (n = 370,000). AID 720509, 2013;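 active = inhibition above a per-campaign cutoff: mean of compounds within control limits plus 3 SD, cut at about 15% in these data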;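 also: 0% = median of all compound wells on the plate and 100% = blocking peptide control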
ADAM17 inh: ADAM17 inhibitors, primary screen, biochemical, QFRET | actives 0.83% (n = 370,000) | inhibition, % at 6.95 µM | recombinant ADAM17, EDANS/DABCYL FRET peptide cleavage;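 active = inhibition above the mean of compounds lying between control limits plus 3 SD, set per campaign, cut at about 8.5% in these data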;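 also: 0% = DMSO-only wells as the low control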
PLCb3 inh: human PLC-beta3 inhibitors, primary screen, biochemical, fluorescence | 1-phosphatidylinositol 4,5-bisphosphate phosphodiesterase beta-3 (Homo sapiens), Q01970 | Purified PLC-beta3, fluorogenic substrate | inhibition, % at 12.2 µM | actives 0.18% (n = 370,000); in the data active = inhibition above about 11%;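 also: 0% = median of compound wells on plate and 100% = full blocker control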
SIAE inh: human SIAE inhibitors, primary screen, biochemical, fluorescence polarization, FP-Rh probe, 1536-well HTS | inhibition, % at 9.66 µM | actives 0.69% (n = 370,000) | SIAE FP-Rh probe binding | Sialate O-acetylesterase (Homo sapiens), Q9HAT2;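 active = inhibition above a cutoff: mean of compounds within the control limits plus 3 SD of those, cut at about 17% in these data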;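 also: 0% = plate median of compound wells and 100% = probe without SIAE protein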
Tn7 DDE FP: inhibitors of Tn7 peptide binding to fibrin DD(E), primary screen, biochemical, fluorescence polarization, human fibrin, Tn7 probe. FP displacement of FITC-Tn7 peptide from fibrin DD(E); 0% = median of compound wells per plate. AID 720508, 2013. actives 0.13% (n = 370,000). inhibition, % at 8.3 µM. Fibrinogen beta chain (Homo sapiens), P02675;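 active = inhibition above the mean of compounds falling within the control limits plus 3 SD of them, cut at about 14% in these data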;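 also: 0% = plate median of compound wells and 100% = 10 µM Aha-Tn7 peptide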
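Assay system: human fibrin DD(E). Input: DD(E) 2 µM final. Medium: Tris buffer with calcium and detergent, pH 7.8. Compound dosing: single point at 8.3 µM. Timing: 10 min plus 3 h, room temperature. Technique: fluorescence polarization of the labelled Tn7 tracer. Read-out: percent inhibition. Replicates: singlicate testing.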
Starred values were filed as active, the others as inactive; · = no result given.

SMILES	ARFGAP1 inh	ASAP1 GAP inh	ADAM10 inh	TDP2 absorb	PLCg1 inh	DDE Tn6 FP inh	ADAM17 inh	PLCb3 inh	SIAE inh	Tn7 DDE FP
CCOc1cc(S(=O)(=O)NCc2ccccn2)ccc1Cl	8	-8	-4	-4	0	2	-6	2	3	3
CCC(=O)Nc1nc2nc(C)cc(=O)n2[nH]1	15	-1	3	1	-2	-2	-4	1	3	-6
O=C(O)CC12CC3CC(C1)CC(n1ncc(NCc4ccccc4)c(Cl)c1=O)(C3)C2	5	9	-3	5	3	9	-8	-3	1	3
OC(c1cccnc1)c1nc(/C=C/c2ccc(C(F)(F)F)cc2)cs1 (stereo not drawn)	11	1	-6	-5	-4	-1	-2	-7	-6	10
Cc1cc(S(=O)(=O)NCC(C)C)ccc1OCC(=O)NC1CC1	-2	-3	0	-1	3	7	-3	-6	7	2
Cc1ccccc1C(=O)N/C(=C/c1ccc(-c2cccnc2Cl)o1)C(=O)NCCCN1CCN(C)CC1	-5	1	-130	0	-66	4	-35	-87	-1	-9
Cc1cc(C#N)c2ccccc2n1	2	-5	4	-3	4	-7	0	3	-2	0
O=C(Nc1ccc(Cl)cc1)OCc1ccccn1	10	14	-1	-6	-2	8	-7	-2	-2	6
CCOc1ccccc1NC(=O)C(CC)Sc1nc2ccncc2[nH]1 (stereo not drawn)	2	15	1	20	2	6	-3	-5	13	-3
COc1cc(/C(C#N)=C/c2cccc3ccccc23)c([N+](=O)[O-])cc1OC	-4	-1	2	13	2	-4	0	-2	-14	3
CCCS(=O)(=O)N1CCC(C(=O)NCc2ccc3c(c2)OCO3)CC1	1	-5	-2	-1	2	3	-3	-4	-8	1
COc1cc(CN2CCN(C(=O)c3ccc(-c4ccccc4)cc3)CC2)cc(OC)c1OC	-6	-8	2	11	0	6	0	-3	0	7
COc1ccc(NC(=O)C(=O)NCCC2CCCCN2S(=O)(=O)c2ccccc2)cc1 (stereo not drawn)	6	5	-9	5	4	-3	-1	4	1	-2
CCn1c(COc2ccccc2OC)nnc1SCC#N	-4	5	-8	-3	2	7	-4	1	6	1
O=[N+]([O-])c1cccc(-c2noc(-c3ccco3)n2)c1	6	2	-6	2	1	-5	-4	-4	-5	-1
O=C(N/N=C/c1cccc(O)c1)C(=O)N1CCCCCC1	1	4	5	-21	3	1	4	0	2	0
COc1ccc(NC(=O)c2ccc(-n3cncn3)c([N+](=O)[O-])c2)cc1	-7	-6	12	-4	3	2	4	-1	5	9
C=CC[C@H](CC(=O)NCCO)C(=O)N[C@@H](C)COC(=O)[C@@H](CC=C)CC(=O)OC(C)(C)C	10	1	1	-7	6	-3	0	-1	-4	-2
O=C(N/N=C/c1ccc(Cl)cc1)c1nc2ccc([N+](=O)[O-])cc2c(=O)[nH]1	2	-4	-37	-6	-73	3	-15	-89	-5	4
Cc1ccc(S(=O)(=O)N(C)C[C@@H]2Oc3ccc(NC(=O)CCC(F)(F)F)cc3CC(=O)N([C@@H](C)CO)C[C@@H]2C)cc1	-10	-8	5	15	0	4	0	1	-1	-3

Complete entries from above.
Cc1ccccc1C(=O)N/C(=C/c1ccc(-c2cccnc2Cl)o1)C(=O)NCCCN1CCN(C)CC1 across the screens: ARFGAP1 inh = -5; ASAP1 GAP inh = 1; ADAM10 inh = -130; TDP2 absorb = 0; PLCg1 inh = -66; DDE Tn6 FP inh = 4; ADAM17 inh = -35; PLCb3 inh = -87; SIAE inh = -1; Tn7 DDE FP = -9
CCCS(=O)(=O)N1CCC(C(=O)NCc2ccc3c(c2)OCO3)CC1 across the screens: ARFGAP1 inh = 1; ASAP1 GAP inh = -5; ADAM10 inh = -2; TDP2 absorb = -1; PLCg1 inh = 2; DDE Tn6 FP inh = 3; ADAM17 inh = -3; PLCb3 inh = -4; SIAE inh = -8; Tn7 DDE FP = 1

Additional results follow.
SMILES	ARFGAP1 inh	ASAP1 GAP inh	ADAM10 inh	TDP2 absorb	PLCg1 inh	DDE Tn6 FP inh	ADAM17 inh	PLCb3 inh	SIAE inh	Tn7 DDE FP
COc1ccc(CN2C(=O)[C@]3(NCCc4c3[nH]c3ccc(OC)cc43)c3cc(F)ccc32)cc1	·	·	11	1	0	2	4	0	-1	-8
COC(=O)CN=Cc1c(O)n(-c2ccc(Cl)cn2)c(=O)c2ccccc12	0	8	-26	5	-19	2	-10	-25	-1	7
CCCCOc1cccc(C(=O)NC(=S)Nc2cccc(C(F)(F)F)c2)c1	5	11	12	-12	0	-3	3	3	-17	-6
Nc1nc2ccc(S(=O)(=O)c3ccc4nc(N)sc4c3)cc2s1	8	23	-38	4	-43	2	-10	-67	-21	-1
CC(C)C[C@@H]1CN(CCCC[C@H]2CNC(=O)C(=O)N2CCC2CCCCC2)C(=O)C(=O)N1CC1CCCCC1	-4	-2	-1	2	-1	4	-1	3	-1	-11
COC(=O)C[C@H]1c2cc(C(F)(F)F)ccc2S(=O)(=O)N1c1ccc(N(C)C)cc1	-9	2	-3	-4	1	3	2	-4	5	1
COc1cc(Nc2ccc(S(N)(=O)=O)cc2)c([N+](=O)[O-])nc1[N+](=O)[O-]	5	3	-1	4	3	2	-1	2	-1	-5
Cc1nc2ccc(NS(=O)(=O)c3c(C)c(C)cc(C)c3C)cc2s1	-1	11	12	10	0	-7	0	4	-1	1
CN(C(=O)COC(=O)CNC(=O)c1ccccc1Cl)c1ccccc1	0	8	7	5	2	3	-1	7	-4	3
COc1ccc(NC(=S)N2CCC(Cc3ccccc3)CC2)cc1	1	7	8	-9	4	-1	1	-2	0	0
Cc1ccc(-n2c(N)c(C(=O)N3CCOCC3)sc2=S)cc1	-3	6	-3	-2	6	2	-4	-21	4	6
N#C/C(=C\c1c(N2CCCCCC2)nc2ccccn2c1=O)C(=O)NCc1ccco1	13	2	-4	-11	-6	-4	-7	-20	0	3
Cc1ccc2nc(-c3ccco3)c(Cc3ccccc3)n2c1	13	-3	-303	2	-42	5	-92	-67	8	3
COC(=O)CSc1ccsc1C(=O)O	-6	-8	-1	4	1	6	3	2	-8	7
COc1ccc(C2=C(Nc3ccc(F)cc3)c3ccccc3C2=O)cc1	9	5	9	-6	-2	2	3	0	-3	5
COc1cccc(N2CCN(C(=S)NCc3ccco3)CC2)c1	2	0	4	5	2	-7	1	4	-4	-4
COc1cc(NC(=O)C(c2ccccc2)c2ccccc2)c(C(=O)O)cc1OC	12	-4	3	-4	2	-2	0	-8	3	-2
COC(=O)C1CCN(C(=O)COC(=O)c2cc([N+](=O)[O-])ccc2N2CCOCC2)CC1	4	-12	-7	1	1	-3	-1	-13	2	-1
CC(=O)c1ccc(OC(=O)CCc2ccccc2)cc1	0	-5	-7	22	1	-1	-5	-10	3	6
CCOc1ccc(Cl)cc1-c1cc(C(=O)NCc2ccccc2OC)[nH]n1	10	-11	8	1	2	6	5	3	-28	1
COc1ccc(NCc2nnc(SCC(=O)c3ccc(C)cc3)o2)cc1	5	-16	-1	6	-5	1	0	-9	5	-3
Cc1cc(OCc2cc(C(=O)N(C)C3CCOC3)no2)cc(C)c1Cl (stereo not drawn)	1	1	2	-6	4	-3	4	-6	0	3
O=C(Nc1ccc(Oc2cccc(C(F)(F)F)c2)nc1)c1cccs1	-6	11	1	-3	1	0	-1	-7	-13	-2
COc1ccc(NC(=O)c2ccc(C(=O)Nc3ccc(OC)cc3OC)cc2)c(OC)c1	-15	10	2	1	2	0	0	0	-4	4
Cc1nc(-c2cccnc2)sc1C(=O)N/N=C/c1ccccc1Cl	7	7	-2	-3	5	-1	4	-3	-3	-2
CC(C)(C)C(=O)Nc1ccc(C(=O)NCc2cccnc2)cc1	7	-15	2	3	0	7	-2	3	-2	-3
COc1ccc2[nH]c3c(c2c1)CCN1C(=O)C(CC(=O)NCc2cccc(C(F)(F)F)c2)C[C@H](C(=O)N(C(C)C)C(C)C)[C@@]31C (stereo partly drawn)	7	0	-2	3	-3	5	-4	-1	3	8
C[C@H](CO)N1C[C@H](C)[C@@H](CN(C)C(=O)Nc2ccccc2)Oc2ccc(NC(=O)Nc3ccccc3)cc2C1=O	13	-5	-14	-1	-3	3	-2	-19	6	5
NC(N)=N/N=C/c1ccc(Cl)c([N+](=O)[O-])c1	8	3	0	0	1	4	-3	-1	5	8
CCOc1ccc(C(=O)NC(C(=O)NCc2ccccn2)C(C)C)cc1 (stereo not drawn)	9	0	-5	4	0	-4	-6	0	-7	1
CCOC(=O)Nc1ccc2c(c1)N(C(=O)CN(CC)CC)c1ccccc1C=C2	-7	-6	-10	-9	4	8	-1	2	3	-7
Cc1cnc2cc([N+](=O)[O-])ccc2n1	-3	1	0	9	0	4	0	-1	14	6
COC(=O)c1cccc([N+](=O)[O-])c1CS(=O)(=O)c1ccc(C)cc1	2	-5	-8	-4	2	5	-8	-4	-2	-3
COc1ccc(OC)c(NC(=O)c2ccc(Cl)cc2)c1	0	-1	-1	-1	3	4	1	-1	7	-4
CCOc1ccc(-c2cc(C(=O)Nc3cccc(C(F)(F)F)c3)[nH]n2)c(C)c1	2	-5	-13	-8	3	-1	-3	2	-4	-4
CC(=O)c1sc(Nc2ccccc2)nc1C	5	4	-9	-3	-27	-4	-2	-42	3	-10
CC(=O)N1CCC2(CC1)C(C#N)=C(N)Oc1n[nH]c(C)c12	-3	-7	-3	1	5	-3	2	1	13	4
CCOC(=O)CN(C(=O)c1ccccc1)c1ccccc1C	0	-3	-2	-1	7	10	1	3	2	-5
O=C(Nc1ccccc1)C1CC(O)CN1S(=O)(=O)c1ccc([N+](=O)[O-])cc1 (stereo not drawn)	1	-4	3	8	1	-5	0	-6	3	-9
Cc1c(Cc2ccccc2)c(=O)oc2cc(OCC(=O)c3ccccc3)ccc12	-6	21	-335	-27	-95	4	-99	-113	-12	0
CC(C)c1nc2cc(C(=O)NC(C)c3cnn(C)c3)ccc2o1 (stereo not drawn)	0	9	-3	0	-1	0	-7	-9	3	-2
